High-throughput results as filed in PubChem BioAssay.
FEN1 inhibitor: human FEN1 inhibition; P39748; Recombinant FEN1 flap cleavage, fluorescence, 15 min; Potency, µM (titrated, usually from 114 µM), inactives show at the highest dose activity change, negative = inhibition, actives largely listed as inhibitors; 390,000 compounds, 0.35% hits; further: nearly all actives have a fitted effect of over 65% in size
Target sequence (P39748 whole entry, looked up): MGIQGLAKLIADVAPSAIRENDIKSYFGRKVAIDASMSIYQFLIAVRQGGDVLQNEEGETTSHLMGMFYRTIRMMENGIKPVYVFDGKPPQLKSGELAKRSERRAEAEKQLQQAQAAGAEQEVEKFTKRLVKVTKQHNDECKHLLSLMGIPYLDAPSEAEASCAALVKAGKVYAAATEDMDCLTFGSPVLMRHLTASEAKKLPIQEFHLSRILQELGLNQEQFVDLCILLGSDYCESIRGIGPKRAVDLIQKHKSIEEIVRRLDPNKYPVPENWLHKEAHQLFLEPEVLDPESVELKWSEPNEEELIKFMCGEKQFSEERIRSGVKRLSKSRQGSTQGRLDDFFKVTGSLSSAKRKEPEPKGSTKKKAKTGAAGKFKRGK
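In this screen, 50 nM flap DNA substrate was added to 10 nM FEN1 pretreated with compound for 15 min at room temperature; cleavage was followed with reads at 0 and 15 min, and Hill fitting gave concentration–response parameters.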
N370S GC: inhibitors or activators of N370S glucocerebrosidase for Gaucher disease. AID 2101. 330,000 compounds, 0.092% hits. N370S GC spleen homogenate, 4MU-glucoside fluorescence. Potency, µM (doses to about 59.4 µM), for inactives: at the highest dose activity change, negative = inhibition, most hits filed as inhibitors;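 further: 0% = full enzyme activity and -100% = no enzyme basal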
DT40 TDP1 CPT: growth inhibition of DT40 Tdp1-/-;hTDP1 cells with camptothecin (screen for TDP1 inhibitors); chicken DT40 Tdp1-/-;hTDP1 cells + 20 nM CPT, ATP luminescence, 48 h; Potency, µM (highest dose often 46.2 µM), inactives show at the highest dose activity change, negative = growth inhibition, usual class: inhibitors; 420,000 compounds, 12% hits; AID 686979; further: nearly all actives have a fitted effect of over 55% in size
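Chicken DT40 Tdp1-/- cells complemented with human TDP1, 400 cells/well, exposed to compounds plus 20 nM camptothecin for at least 48 h at 37 C; viability read as ATP content by CellTiter-Glo luminescence.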
The depositor's hits bear a star; ? = inconclusive; nt = no result given; & = joins results of further samples. The call rests on the fitted dose curve; in most records, active means well fitted curve in the direction sought with a large enough effect; inconclusive means small, poorly fitted or top-dose-only effect, or another doubt; inactive means no such curve, though single readings can be large; an effect the other way counts as inactive or inconclusive. Unless noted, on the % scale 0 is the no-effect control and ±100 the full control effect; potency means the concentration at half of the fitted maximal effect. Only part of the results is shown; the hit share may differ from the screen's.

#	smiles	FEN1 inhibitor	N370S GC	DT40 TDP1 CPT
1	Cc1ccc(C23CC4CC(CC(C(=O)NC(C)C)(C4)C2)C3)cc1	3%	-4%	?
2	O=C(NC(=S)Nc1ccccc1O)c1ccc(Cl)cc1Cl	-5%	3%	18µM*
3	CCOc1ccccc1/C=N/Nc1nc2ccccc2o1	-6%	1%	?
4	CCCc1c(C)nc2c(OC)cccc2c1SCC(=O)O	9%	-1%	3%
5	COC(=O)C1CCN(S(=O)(=O)c2c(C)n(C)c(=O)n(C)c2=O)CC1	22%	0%	0%
6	COC(=O)C1CN(S(=O)(=O)c2ccccc2)CCN1S(=O)(=O)c1ccccc1 (stereo not drawn)	-11%	10%	-7%
7	NC(=O)CC(NC(=O)Cc1cccc2ccccc12)c1ccc(NCCc2ccc(F)cc2)c([N+](=O)[O-])c1 (stereo not drawn)	-9%	-4%	?
8	O=C(NCCN1CCOCC1)c1ccc(CSCc2cccc(Cl)c2)o1	17%	-14%	?
9	CCc1ccc(NC(=O)CN(Cc2ccccc2)S(=O)(=O)c2ccc3nc(C)sc3c2)cc1	-1%	nt	?
10	Cc1nc(-c2ccc(S(=O)(=O)Nc3ccc(OC(F)(F)F)cc3)cc2)co1	12%	nt	?
11	CCOC(=O)C1CCN(C(=O)C(=O)c2cn(CC(=O)N3CCCCCC3)c3ccccc23)CC1	13%	-2%	?
12	Cc1nc2nc(N)nc(OCc3ccccc3)c2nc1C	-2%	nt	4%
13	O=C(N/N=C/c1ccsc1)c1ccc2ccccc2n1	10%	-8%	22%
14	Cc1cc(C(=O)OC(C)C(=O)Nc2cccc(S(=O)(=O)N3CCOCC3)c2)c(C)o1 (stereo not drawn)	1%	-6%	?
15	CCCc1cc(=O)[nH]c(SCC(=O)c2[nH]c(C)c(C(=O)OCC)c2C)n1	-1%	4%	-5%
16	CCC1=C(OC(=O)N(CC)CC)N2C(=O)OC(=NCCOC)[C@]2(Cc2ccccc2)[C@H]2C1=CC[C@H]1C(=O)N(CC)C(=O)[C@H]12	15%	-7%&2%	-4%
17	COc1ccc(NC(=O)COC(=O)c2ccc(N3CCCC3=O)cc2)cc1OC	1%	0%	-3%
18	COc1ccc(C(=O)NCC(c2ccccc2)N2CCCC2)cc1S(=O)(=O)N1CCOCC1 (stereo not drawn)	17%	nt	-3%
19	Cc1ccc(C(=O)NCCNS(=O)(=O)c2ccccc2[N+](=O)[O-])cc1	20%	-10%	9%
20	Cc1cc(OCCCC(=O)N2CCCCC2)cc(C)c1Cl	-13%	-8%	?
21	O=C(Nc1cccc(-c2cn3ccccc3n2)c1)c1cccc(Cl)c1	-2%	-6%	?
22	O=c1oc2cc(O)ccc2cc1S(=O)(=O)c1ccccc1	17%	?	-5%
23	CN(C)C(=O)C[n+]1ccc(C(N)=O)cc1	16%	3%	-2%
24	COc1ccc(NC(=O)CN2CC(C)OC(C)C2)cc1Cl (stereo not drawn)	-2%	10%	2%
25	O=S(=O)(Nc1cccc(-n2cnnn2)c1)c1cc(Br)ccc1Br	15%	-9%	-7%
26	O=C(O)c1cccc2c3c([nH]c12)CCCC3	20%	-9%	-5%
27	COC(=O)Nc1ccc(S(=O)(=O)n2cnc3ccccc32)cc1	-1%	-9%	?
28	COc1ccc(NC(=O)CCCN2C(=O)C3C4C=CC(C4)C3C2=O)c(OC)c1 (stereo not drawn)	0%	8%	-2%
29	COc1cccc(N2C(=NC(=O)C3CCCCC3)SC3CS(=O)(=O)CC32)c1 (stereo not drawn)	14%	?	2%
30	COc1ccc(CN2CCN(c3ccc(F)cc3)CC2)c(OC)c1OC	-6%	10%	?
31	CCn1c(=O)n(CC(=O)Nc2cc(OC)c(OC)c(OC)c2)c(=O)c2ccccc21	-3%	-4%	-10%
32	c1ccc(COC2CCCN(Cc3nc(-c4cnccn4)no3)C2)nc1 (stereo not drawn)	-5%	4%	-3%
33	COc1ccc(Cn2c(=O)c3oc4ccccc4c3n(Cc3cccc(F)c3)c2=O)cc1	4%	nt	?
34	CC(=O)N(c1ccc(C)cc1)C1C=CS(=O)(=O)C1 (stereo not drawn)	-14%	6%	-4%
35	CCOC(=O)C1CCCN(Cc2c(C(=O)N3CCOCC3)nc3ccccn23)C1 (stereo not drawn)	-1%	6%	1%
36	O=C(Oc1ccc2c(-c3ccccc3)cc(=O)oc2c1)c1cccs1	-13%	12%	-7%
37	COc1ccc2cc(C(=O)N3CCN(c4ccccc4F)CC3)[nH]c2c1	1%	-2%	-29%
38	CCCOC(=O)Nc1ccc(S(=O)(=O)Nc2ncccn2)cc1	-6%	-2%	0%
39	COc1ccc(NC(=O)c2cc3c(s2)CCC(C)C3)cc1S(=O)(=O)N1CCOCC1 (stereo not drawn)	-16%	-7%	?
40	CN1C(=O)N(C)C2(c3ccccc3)Nn3c(s/c(=C/c4ccco4)c3=O)=NC12c1ccccc1 (stereo not drawn)	-13%	5%	-30%

In the list so far, two contain a nitro group on carbon:
#	smiles	FEN1 inhibitor	N370S GC	DT40 TDP1 CPT
7	NC(=O)CC(NC(=O)Cc1cccc2ccccc12)c1ccc(NCCc2ccc(F)cc2)c([N+](=O)[O-])c1 (stereo not drawn)	-9%	-4%	?
19	Cc1ccc(C(=O)NCCNS(=O)(=O)c2ccccc2[N+](=O)[O-])cc1	20%	-10%	9%

More compounds:
#	smiles	FEN1 inhibitor	N370S GC	DT40 TDP1 CPT
41	COc1ccc(-n2nc3c(c2NC(=O)c2ccc4c(c2)OCO4)CS(=O)(=O)C3)cc1	3%	1%	-16%
42	COc1ccc(-c2nc(SCC(=O)N3CCOCC3)n[nH]2)cc1	-1%	-14%	-7%
43	CC(=O)NC(=S)Nc1ccc(NC(=O)c2cccs2)cc1	6%	8%	-13%
44	COc1ccc(S(=O)(=O)N2CCCC2CNC(=O)C(=O)NCc2ccccc2)cc1 (stereo not drawn)	-1%	1%	?
45	CC(C)(C)NC(=S)N1CCC(C(=O)c2ccc(F)cc2)CC1	2%	-14%	0%
46	CCSc1nnc(NC(=O)c2cccnc2)s1	-6%	-1%	-7%
47	O=c1c2nncn2c2cccnc2n1CCNc1ncc(C(F)(F)F)cc1Cl	-11%	-3%	-4%
48	CCc1ccccc1N(CC(=O)NC1CCCC1)C(=O)CNC(=O)c1cccs1	3%	-19%	-6%

Entries from the list above with a CF3 group, in the order listed:
#	smiles	FEN1 inhibitor	N370S GC	DT40 TDP1 CPT
10	Cc1nc(-c2ccc(S(=O)(=O)Nc3ccc(OC(F)(F)F)cc3)cc2)co1	12%	nt	?
47	O=c1c2nncn2c2cccnc2n1CCNc1ncc(C(F)(F)F)cc1Cl	-11%	-3%	-4%

Going on with the list.
#	smiles	FEN1 inhibitor	N370S GC	DT40 TDP1 CPT
49	CN(CCCC(=O)NCc1ccccc1)S(=O)(=O)c1ccc([N+](=O)[O-])cc1	-14%	-12%	?
50	Cc1cc(C)c(C(=O)N2CCCC(N3CCN(c4cccc(C(F)(F)F)c4)CC3)C2)o1 (stereo not drawn)	?	-2%	21µM*
51	Cc1ccccc1OCCC(=O)Nc1cc(S(=O)(=O)N2CCCCC2)ccc1N1CCN(C)CC1	4%	nt	?
52	Cc1nc2ccccc2c(=O)n1/N=C/c1cccnc1	-1%	1%	-6%
53	N#CC1=C(N)OC2=C(C(=O)CCC2)C1c1cc2c(cc1Br)OCO2 (stereo not drawn)	2%	-7%	-4%
54	Cc1ccc(C(=O)OCC(=O)Nc2ccc3c(c2)OCO3)c(O)c1	0%	nt	-24%
55	COc1ccccc1N(C)S(=O)(=O)c1ccc(C(=O)Nc2ccc3nc(C)sc3c2)cc1	-4%	-5%	16µM*
56	CCOc1ccc(/C=N/NC2=NCCCCC2)cc1	15%	0%	22%

Taken from above:
FEN1 inhibitor with `O=S(=O)(Nc1cccc(-n2cnnn2)c1)c1cc(Br)ccc1Br` → 15%
N370S GC with `O=C(NCCN1CCOCC1)c1ccc(CSCc2cccc(Cl)c2)o1` → -14%

Additional compounds follow.
#	smiles	FEN1 inhibitor	N370S GC	DT40 TDP1 CPT
57	CC(=O)Oc1cc2c(C(=O)NCCN3CCOCC3)c(C)oc2c2ccccc12	1%	-20%	18µM*
58	COC(=O)c1ccccc1NC(=O)C(C)Oc1ccccc1 (stereo not drawn)	-20%	23%	7.3µM*
59	O=C(N/N=C/c1ccco1)C1CCCC1	17%	-4%	-1%
60	CCCOC(=O)CC1C(=O)NCCN1Cc1ccc(F)cc1 (stereo not drawn)	-1%	-3%	-24%
61	COc1cc([N+](=O)[O-])cc(/C=N/NC(=O)CSc2nnc(-c3ccccc3)n2C)c1O	-2%	3%	-7%
62	COc1ccc(N2CCN(CC(=O)Nc3ccc(C)cc3)CC2)cc1	-3%	-18%	-1%
63	COc1ccc(CCNC(=O)C2CCN(S(=O)(=O)c3ccc(OC)c(OC)c3)CC2)cc1OC	16%	-24%	-9%
64	COC(=O)CC1=NN(c2ccccc2)C(=O)C1	-11%	-10%	7%
65	COc1cc(C2C(=O)N(C3CCCCC3)CC(=O)N2C2CCCC2)ccc1OC(C)C (stereo not drawn)	-7%	nt	-13%
66	Cc1cc2ccccc2n1CCNCc1c(C(=O)N2CCOCC2)nc2ccccn12	9%	8%	?
67	Cn1c(=O)c2c(ncn2CC(=O)Nc2cc(S(=O)(=O)N3CCCCC3)ccc2Cl)n(C)c1=O	1%	nt	?
68	Clc1nccnc1-c1ccccc1	0%	?	-9%
69	O=C1CC(SC(=Nc2ccccc2)Nc2ccccc2)C(=O)N1c1ccc(Cl)cc1 (stereo not drawn)	-21%	2%	?
70	NS(=O)(=O)c1ccc(CNC(=O)Cc2ccccc2[N+](=O)[O-])cc1	27%	-15%	6%
71	CC(C)OC(=O)c1cc2c(ccn2-c2ccc(F)cc2)n1CC(=O)N1CCN(C(=O)c2ccco2)CC1	-1%	-11%	?
72	CCOc1ccc(N2CC(=O)Nc3ccccc3NCC2=O)cc1	-8%	-15%	-20%
73	N#CC1=C(N)Oc2n[nH]c(-c3cccs3)c2C1c1ccoc1 (stereo not drawn)	?	0%	?
74	Cn1cc(C(=O)NCCc2ccccc2)c(=O)c2cc(S(=O)(=O)N3CCOCC3)ccc21	-5%	nt	?
75	COc1ccccc1C(=O)NCCSc1c(C)[nH]c2ccccc12	-24%	nt	16µM*
76	CC(C)(C)Cn1c(=O)[nH]c(=O)c2cc([N+](=O)[O-])cnc21	-5%	3%	4%
77	O=C(COc1ccccc1Cl)OCC(=O)N1CCN(S(=O)(=O)c2ccccc2)CC1	-4%	5%	-2%
78	Cc1ccc(C(=O)N2CCc3ccccc32)cc1[N+](=O)[O-]	-4%	1%	-1%
79	CC(=O)NC(Cc1cccc(C)c1)C(=O)NC1CCN(C(=O)NCc2ccccc2)CC1 (stereo not drawn)	3%	-3%	5%
80	O=C(NN=Cc1ccc(N2CCOCC2)cc1)c1cc2ccccc2cc1O	7%	nt	-27%
81	CCN1C(=O)/C(=C/C=C2\C=CN(CC)c3ccccc32)SC1=S	-4%	-15%	16µM*
82	CN(CC1CCCO1)S(=O)(=O)c1ccc(C(=O)Nc2ccc(F)cc2)cc1 (stereo not drawn)	0%	-10%	?
83	CC1CCCN(C(=O)c2ccc(NS(=O)(=O)c3cccc([N+](=O)[O-])c3)cc2)C1 (stereo not drawn)	8%	-2%	-27%
84	CCOc1ccc(NC(=O)c2ccc3c(SCC(=O)O)c4c(nc3c2)CCCC4)cc1	-6%&5%	-14%	-4%&-21%
85	Cc1ccc(NC(=O)Cc2nnc(SCC(=O)NC3CCCC3)n2C)c(C)c1	-4%	4%	-7%
86	CC(=O)Nc1cccc(C(=O)Nc2ccccc2C(=O)O)c1	-4%	-3%	-17%
87	COc1cc(C(=O)OC(C)C(=O)N2CCc3ccccc3C2)ccc1OCC(=O)N1CCOCC1 (stereo not drawn)	4%	-2%	2%
88	CSC(=Nc1ccccc1)C(C#N)c1nc2ccccc2[nH]1 (stereo not drawn)	4%	-11%	-4%
89	CN(C)Cc1ccccc1-c1cc(NC2CC2)ncn1	nt	-11%	-8%
90	COc1ccccc1CNC(=O)C1CCCN(c2nn3cc(-c4ccc(F)cc4)nc3s2)C1 (stereo not drawn)	21%	nt	?
91	Cc1cc2c(cc1C)CSC(c1ccc3ccccc3c1O)SC2	-10%	0%	-17%
92	O=C(CN1C(=O)C2CC=CCC2C1=O)Nc1nccs1 (stereo not drawn)	1%	-6%	30%
93	Cc1ccc(S(=O)(=O)Oc2ccccc2/C=N/NC(=O)c2c(Cl)cnn2C)cc1	-1%	22%	?
94	CCOC(=O)C1CCN(S(=O)(=O)c2ccc(OC)c(Cl)c2)CC1	-2%	7%	15%
95	N#CCCn1c(=O)c(-c2cc(F)cc(F)c2)nc2cnc(N3CCOCC3)nc21	nt	-20%	6%
96	COc1ccc(CN(C)c2ccc(-c3nc(-c4ccccc4)no3)cc2[N+](=O)[O-])cc1	-1%	nt	?
97	CS(=O)(=O)N(CC(=O)NCCSc1ccccc1)c1ccc2c(c1)OCO2	-17%	7%	-3%
98	O=c1c2sc3ccccc3c2n(Cc2cccc(C(F)(F)F)c2)c(=O)n1Cc1ccco1	1%	nt	?
